PGC1a acetyl inh – lowers PGC1a acetylation signal in U2OS cells. AlphaScreen anti-acetyl-lysine; with virally co-expressed GCN5 acetyltransferase. inhibition, % at 15.6 µM. hit rate 0.17% among 350,000. AID 651687;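 active means every replicate shows inhibition of at least 40%; inconclusive means mean inhibition at least 40% but some replicate below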;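 further: 0% = neutral control wells and 100% = positive control wells; some results beyond the cut were filed as inactive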
FN deposit inh – fibronectin deposition inhibition; AH1F fibroblasts, Alexa488-fibronectin deposition fluorescence, overnight; inhibition, % at 12.6 µM; hit rate 0.086% among 350,000; AID 743247;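 active means mean inhibition across replicates of 30% or more, regardless of how many single replicates reach that level; inconclusive means mean under 30% yet at least half of replicates reach 30%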;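 further: positive control wells lacked labelled fibronectin entirely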
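Schedule: 1 h cell adhesion before compound, then overnight fibronectin incubation; test system: AH1F fibroblast monolayer depositing Alexa488-labelled fibronectin into matrix; quantity: 10000 AH1F cells per well; probe or stimulus: fluorescent fibronectin at 24 nM final; signal: fluorescence, ex 485 nm, em 525 nm; evaluation: percent inhibition as loss of matrix-bound fibronectin fluorescence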
Cneo AK release – causes C. neoformans cell lysis; adenylate kinase release luminescence, 4 h; normalised: neutral wells 0, clomiphene wells 100; lysis activity, % at 15 µM; hit rate 0.2% among 360,000;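 active means mean lysis activity across replicates of at least 80%, whatever share of replicates individually reach that level; inactive means mean lysis activity below 80%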
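Test system: log-phase Cryptococcus neoformans yeast cells; Quantity: yeast cell density of 5 × 10^6 cells/mL; Buffer or medium: YPD; Doses: single compound concentration per well; Timing: 4 h at 37 °C static, read 1 h later; Measured by: AK luminescence; Read-out basis: lysis from increased AK signal; Control set: Clomiphene as positive control.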
CFTR F508del cor – correctors of CFTR F508del function in bronchial epithelial cells; activity (quench increase), % at 7.58 µM; AID 720511; CFBE cells, YFP halide quenching; stimulated with forskolin plus potentiator P3; % fluorescence drop versus neutral controls; hit rate 0.36% among 350,000;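 active means mean added fluorescence quench of at least 8% versus neutral control, with both replicates also reaching 8%; inconclusive means only one of the mean or replicate conditions met; inactive means mean below 8% and not both replicates reaching 8%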;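 further: cells transiently co-express mutant CFTR-F508del with the halide-sensitive YFP; corrector assay measuring rescue of mutant channel to the surface after 24 h compound exposure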
INS-1E GSIS act – GLuc luminescence reporter in INS-1E cells, primary screen for activators of glucose-dependent secretion of insulin; INS-1E GLuc reporter insulin secretion, 2-3 h; activation, % at 16.6 µM; hit rate 0.61% among 370,000;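 active means lowest replicate activation of at least 40%, so every replicate reaches that level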;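 further: 0% = median of neutral control wells and 100% = median of IBMX positive control wells; some compounds called inactive have numbers as strong as hits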
C2C12 statin – suppressors of simvastatin-induced myotoxicity in C2C12 myotubes | hit rate 0.78% among 330,000 | ATP luminescence, 48 h; scaled: DMSO 0, geranylgeraniol control 100 | rescue of ATP level, % at 7.49 µM | AID 602340;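 active means mean ATP rescue above about 67%, or every replicate alone reaching that limit, limit read from the data, passing the limit was not always enough; inconclusive means no clear call, values can overlap the other calls; inactive means mean under the limit and some replicate under it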;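 further: myotubes were challenged with 10 µM simvastatin during compound exposure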
miR-122 sensor – blocks miR-122 activity in Huh7 sensor cells; Huh7 miR-122 Renilla luciferase sensor, 48 h; neutral wells = 0, positive control = 100; activation (reporter increase), % at 12.5 µM; hit rate 0.3% among 340,000;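 active means mean replicate activation score at least 90 and every replicate individually at or above 90; inconclusive means only one of the two criteria met; inactive means neither criterion met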;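 further: higher luciferase means less miR-122 activity so hits act as miR-122 inhibitors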
PglD DTNB – PglD (C. jejuni) enzyme inhibition. purified PglD enzyme, DTNB colorimetric CoA detection. inhibition, % at 12.5 µM. hit rate 0.098% among 360,000; in the data active means inhibition above about 16%, passing the limit was not always enough; inconclusive means no clear call, values can overlap the other calls; further: strong numbers were not always called active
Numbers without * were called inactive; ? = inconclusive; / = no result given; & = joins results of further samples; ! = not active in a repeat; [ ] = remark or other dose.

SMILES | PGC1a acetyl inh | FN deposit inh | Cneo AK release | CFTR F508del cor | INS-1E GSIS act | C2C12 statin | miR-122 sensor | PglD DTNB
COc1ccc(Cl)cc1NC(=O)C/C(C)=N/NC(=O)c1ccc(O)cc1 | -5 | 4 | -1 | -0.9 | 0 | 14 | 11 | 1
C[C@@H]1CN([C@@H](C)CO)C(=O)Cc2cc(NS(=O)(=O)c3ccc(F)cc3)ccc2O[C@H]1CN(C)C(=O)Nc1ccc(F)cc1 | 6 | / | -3 | -0.1 | -14 | -4 | 2[16.7 µM] | 8
O=C(C[C@H]1C/C=C\CCC(=O)O[C@@H](c2ccccc2)CNC1=O)NCCO | -7 | -7 | -1 | 0.9 | -13 | 0 | -3 | 2
C[C@@H]1CN([C@H](C)CO)C(=O)c2cccc(NS(=O)(=O)c3ccc(F)cc3)c2O[C@H]1CN(C)Cc1ccc(C(=O)O)cc1 | 1 | / | 47 | 0.7 | 26 | -20 | -4[16.7 µM] | -2
Cc1onc(-c2ccccc2)c1C(=O)N1CCN(S(=O)(=O)c2ccc3c(c2)OCCO3)CC1 | 0 | -7 | 0 | / | / | -9 | -11 | 1
CCOC(=O)N1CCC(N(CCN(C)C)C(=S)Nc2cccc(OC)c2)CC1 | ? | 1 | 0 | -2.9 | -3 | / | -5 | -1
CCOC(=O)C1(C)CCCN(C(=O)c2cccs2)C1 (stereo not drawn) | 7 | -6 | -1 | -2.0 | 8 | 9 | 2 | -3
O=C(NCc1ccc2c(c1)OCO2)c1c(-c2ccsc2)sc2ccccc12 | / | 20 | -17 | 2.3 | 12 | -16 | -6 | -1
CN1C(=O)c2cc(NC(=O)c3ccccc3Cl)ccc2OC[C@H]2O[C@@H](CC(=O)O)CC[C@@H]21 | 4 | / | -2 | 0.3 | / | 9 | 12[16.7 µM] | 0
CN(C(=O)c1cccc(C#N)c1)c1nnc(C2CCOC2)s1 (stereo not drawn) | 0 | 0 | 5 | / | / | -12 | 0 | 1
CC(=O)c1ccccc1Oc1ncnc(N)c1[N+](=O)[O-] | 8 | -2 | -1 | 1.2 | -2 | 10 | 1 | -1
COc1ccc(C(CC(=O)NCCN2CCOCC2)NS(=O)(=O)c2ccc(C)cc2)cc1 (stereo not drawn) | 12 | / | 0 | -0.5 | 32 | 21 | -3 | 1
O=c1cc(N2CCc3ccccc3C2)[nH]c(=O)n1-c1ccccc1Cl | / | -5 | 3 | -4.1 | / | -9 | / | -6
CC(C)C(=O)N1CCN(c2ccccc2NC(=O)c2cccc3ccccc23)CC1 | -18 | -13 | 4 | / | / | -10 | 45 | -3
Cc1ccc(-c2nnc3n2CCCCC3)cc1 | 3 | / | -5 | / | / | 3 | -2 | 3
CO[C@H]1CN(C)C(=O)c2ccc(NS(=O)(=O)CC(F)(F)F)cc2OC[C@H](C)N(CCC(F)(F)F)C[C@@H]1C | 17 | 0 | / | 1.1 | -5 | / | / | /
CCC(C)NS(=O)(=O)c1ccc(OCC(=O)Nc2ccc3c(c2)OCO3)cc1 (stereo not drawn) | 1 | 0 | 1 | / | / | -2 | / | 3
COc1ccc(O)c(C(=O)c2cc(C#N)c(=O)n(-c3c(C)n(C)n(-c4ccccc4)c3=O)c2)c1 | -3 | / | -5 | / | / | -11 | 12 | -3
CCNC(=O)C[C@@H]1CC[C@@H](NC(=O)C2CCOCC2)[C@H](CO)O1 | 1 | / | 3 | 1.3 | 5 | 0 | / | 0
COCCCn1c(=O)/c(=C/c2ccccc2OC(F)F)s/c1=C(\C#N)C(=O)NCCOC | 6 | -6 | / | 1.5 | 4 | / | -9 | /
Cn1c(SCc2cccc(F)c2)nnc1-c1ccncc1 | -2 | 2 | -1 | 0.8 | -4 | -2 | -4 | 8
CCOC(=O)CSc1nnc(CNC(=O)c2cccs2)n1-c1cccc(C)c1 | 2 | / | -2 | / | / | -5 | -4 | 3
CC(C)(C)C1COc2ccccc2N1C(=O)c1cccc(Cl)c1 (stereo not drawn) | -45 | -2 | -5 | 9.5* | -14 | -8 | -2 | 6
CC(=O)NS(=O)(=O)c1ccc(NC(=S)NC(=O)C(C)(C)C)cc1 | -5 | -4 | / | / | 8 | 11 | -4 | /
CN(C(=O)CCc1nnc(Cc2ccc(-c3ccccc3)cc2)o1)C1CCOCC1 | -2 | -6 | -5 | -1.4 | 8 | -5 | -7 | 2

A second format for some results above:
molecule	PGC1a acetyl inh	FN deposit inh	Cneo AK release	CFTR F508del cor	INS-1E GSIS act	C2C12 statin	miR-122 sensor	PglD DTNB
Cc1onc(-c2ccccc2)c1C(=O)N1CCN(S(=O)(=O)c2ccc3c(c2)OCCO3)CC1	0	-7	0	/	/	-9	-11	1
CCOC(=O)N1CCC(N(CCN(C)C)C(=S)Nc2cccc(OC)c2)CC1	?	1	0	-2.9	-3	/	-5	-1
CCOC(=O)C1(C)CCCN(C(=O)c2cccs2)C1 (stereo not drawn)	7	-6	-1	-2.0	8	9	2	-3

Remaining list, next part
SMILES | PGC1a acetyl inh | FN deposit inh | Cneo AK release | CFTR F508del cor | INS-1E GSIS act | C2C12 statin | miR-122 sensor | PglD DTNB
Nn1c(SCC(=O)NCCc2ccc(F)cc2)nnc1C1CCCCC1 | -4 | -1 | 2 | -0.7 | -27 | 10 | -1 | -3
CCOc1ccc(S(=O)(=O)N2CCC(C(=O)OC(C)C(=O)NC3CCCCC3C)CC2)cc1 (stereo not drawn) | 0 | 2 | -1 | 1.3 | -15 | -5 | / | -2
COc1cccc(-c2ccc3n(c2=O)C[C@@H]2[C@@H](CO)[C@H](C(=O)NCC4CC4)N(C)[C@H]32)c1 | / | / | 1 | -3.1 | -4 | -6 | 0[16.7 µM] | -1
O=C(NCc1ccccn1)C1CCN(S(=O)(=O)c2ccccc2F)CC1 | 3 | 1 | 0 | 1.4 | 21 | 2 | -4 | 2
CC1CCN(c2c(NCc3ccc(C(=O)NCCc4ccc(Cl)cc4)cc3)c(=O)c2=O)CC1 | -33 | -9 | 0 | 2.8 | 6 | 3 | -4 | -2
COC(=O)C1=C(C)NC(C)=C(C(=O)OC)C1c1ccc(-c2cccc([N+](=O)[O-])c2)o1 | / | 17 | 1 | -0.6 | -5 | -1 | 1 | -6
C[C@H]1CN([C@@H](C)CO)C(=O)Cc2cc(NC(=O)Nc3ccc(C(F)(F)F)cc3)ccc2O[C@H]1CN(C)S(C)(=O)=O | -1 | / | -3 | -2.4 | -4 | 32 | 5[16.7 µM] | -3
O=C(Nc1ccc([N+](=O)[O-])cc1Cl)c1cc(Cl)ccc1O | -5 | -8 | -6 | 0.6 | 2 | -84 | 5 | -2
CC1(C)S[C@@H]2[C@H](NC(=O)[C@H](N)c3ccccc3)C(=O)N2[C@H]1C(=O)OC1OC(=O)c2ccccc21 (stereo partly drawn) | -1 | -4 | -2 | -0.9 | -31 | 0 | -5 | -2
COc1ccc2cc(CN(CC3COCCO3)S(=O)(=O)c3ccc(Cl)cc3)c(=O)[nH]c2c1 (stereo not drawn) | 1 | / | 1 | / | / | -6 | -1 | -3
CCC(CO)Nc1ccn2nc(-c3cccc(Cl)c3)cc2n1 (stereo not drawn) | / | 20 | 0 | 1.7 | -8 | 1 | -6 | 3
CCOC(=O)C(C)Sc1nc2ccccc2c(=O)n1CC (stereo not drawn) | -12 | / | 3 | / | / | / | -3 | 7
COc1cccc(N/C=C(\C#N)c2ccc(OCCCF)cc2)c1 | 6 | / | 0 | / | / | / | 2 | -7
CNC(=O)c1nnn(-c2ccccc2)c1C(=O)NC | 0 | / | -1 | / | 48 | -3 | 1 | 2
CCOc1ccccc1C(=O)N/N=C/c1ccoc1 | / | / | -1 | -0.4 | 14 | -2 | 5 | 1
Cc1cc(C)c(OCC(=O)Nc2ccc3c(c2)OCO3)cc1C | -18 | -2 | -1 | / | / | -6 | 6 | -10
Cn1c(N)c(C(=O)CSc2nc(C3CC3)n(-c3ccccc3)n2)c(=O)[nH]c1=O | 0 | -9 | 16 | 0.1 | 11 | -5 | -10 | 1
O=C(CN1CCOCC1)N1CCCCN2[C@@H](CO)[C@@H](c3ccc(-c4ccccc4)cc3)[C@@H]2C1 | -3 | / | -2 | -0.6 | -8 | 7 | -7[16.7 µM] | 11
Cc1cc(C)c(S(=O)(=O)NCc2cn3c(C)csc3n2)c(C)c1 | 0 | / | 1 | / | / | 13 | 1 | -7
CCOc1ccc(NS(=O)(=O)c2ccc(Cl)c(C(=O)N(C)Cc3cccnc3)c2)cc1 | / | -6 | 1 | 3.2 | -8 | -2 | / | 18
Cc1oc2c(CN3CCCC3)c(O)ccc2c(=O)c1-c1ccc(Cl)cc1 | 1 | -3 | 0&-4 | / | / | -9 | -4 | 1&5
Cc1ccc(C2=NNC(=O)C(c3ccc(Cl)cc3)C2)cc1 (stereo not drawn) | -3 | / | 16 | / | -4 | 55 | 0 | 3
COc1ccc(C2C(C(=O)NCc3ccccc3)=C(C)Nc3ncnn32)cc1OC (stereo not drawn) | 44 | / | 7 | / | / | 11 | -2 | -6
CC1OC2CC(=O)OC2C2=C1C(=O)c1c(O)cccc1C2=O (stereo not drawn) | 78* | / | -5 | 7.0 | 8 | -305 | -22 | 6
Cn1c(/C(C#N)=C/c2ccc(O)cc2)nc2ccccc21 | -7 | -6 | -5 | 2.2 | 42* | / | / | -2
SMILES | PGC1a acetyl inh | FN deposit inh | Cneo AK release | CFTR F508del cor | INS-1E GSIS act | C2C12 statin | miR-122 sensor | PglD DTNB
C[C@@H]1CN([C@H](C)CO)C(=O)Cc2cc(NC(=O)Cc3cn(C)c4ccccc34)ccc2O[C@@H]1CN(C)Cc1ccc2c(c1)OCO2 | -8 | / | 2 | 1.1 | -8 | 86* | -12[16.7 µM] | 4
CC(C)NC(=O)NC(=O)CN1c2cccc3cccc(c23)S1(=O)=O | 5 | 11 | 0 | -0.9 | -16 | 1 | 14 | -3
CC1(C)CC(=O)C=C(c2ccc(COC(=O)c3ccccc3)cc2)C1=O | 7 | / | 0 | 2.8 | 15 | -3 | -6 | -4
CN1c2ccc(Br)cc2[C@H]2[C@H](CCN2C(=O)Cc2cccnc2)[C@H]1CO | -6 | -6 | 5 | 2.8 | 0 | 19 | -6[16.7 µM] | 1
Cc1ccccc1NC(=O)Cc1nc(COC(=O)CCC(=O)c2ccccc2)cs1 | 0 | -1 | -1 | -3.5 | 1 | -2 | 1 | -3
CC(C)NC(=O)N(C)C[C@@H]1Oc2c(NS(=O)(=O)c3ccccc3)cccc2C(=O)N([C@H](C)CO)C[C@@H]1C | 2 | 3 | 0 | -3.2 | 4 | 3 | 4[16.7 µM] | 4
COc1ccc(-c2coc3cc(OC(C)=O)c(OC)cc3c2=O)cc1 | -3 | / | -25 | -2.7 | 14 | 19 | -5 | 4
Cc1ccccc1-c1ccc(C2[C@@H]3CN(C(=O)Nc4cccc(F)c4)C[C@H]2N3)cc1 (stereo partly drawn) | -41&-56 | 3&6 | / | -2.5&-6.2 | 93*! | / | / | /
COc1cc(C2NC(=O)NC(C)=C2C(=O)OC(C)(C)C)ccc1OCC(N)=O (stereo not drawn) | / | -8 | 5 | / | / | / | 3 | -2
Cc1ccccc1Cn1cc(NC(=O)c2cc(-c3cccs3)on2)cn1 | -61 | -7 | 2 | / | 5 | -1 | 0 | 0

Not a hit list; 2.1% or so of the library scored in one or more.
